APP 5'UTR act = activates APP 5'UTR luciferase reporter. SH-SY5Y APP 5'UTR luciferase reporter, luminescence; zero percent = DMSO vehicle wells. actives 1% (n = 190,000). activation, % at 2 µM;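 active means activation above a set limit, based on mean plus 3 SD of controls, cut at about 140% in these data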; further: values of inactives mirror those of a sister screen read the other way
NF-kB expr up = raises NF-kB expression in human neuronal cells; AID 1239; fold change at 12.5 µM; actives 1.6% (n = 190,000); NF-kB reporter expression; hits give high values; in the data active means fold change above about 3.3
STAT1 blocker = inhibitors of IFN-gamma induced STAT1 signaling. inhibition, % at 5.5 µM. NIH 3T3 STAT1-luciferase reporter, luminescence. actives 0.35% (n = 200,000). AID 920;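 active means inhibition above a set limit, the mean inhibition across all tested compounds plus 3 SD, cut at about 34% in these data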;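 further: 0% = IFN-gamma with DMSO and 100% = IFN-gamma with 300 µM nifuroxazide; values of inactives mirror those of a sister screen read the other way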
STAT1 activator = activators of IFN-gamma induced STAT1 signaling; activation (% of control), % at 5.5 µM; actives 2.6% (n = 200,000); AID 932; NIH 3T3 STAT1-luciferase reporter, luminescence; 100% = IFN-gamma alone, no compound;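 active means activation above the screen-wide mean activation plus 3 SD, cut at about 130% in these data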;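 further: raw ratio to IFN-gamma control signal so 100% means no change and 0% no light; values of inactives mirror those of a sister screen read the other way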
FLuc inhib CS = counter-screen for luciferase assay inhibitors: firefly luciferase inhibition; ATPLite firefly luciferase biochemical luminescence, 10 min; inhibition, % at 10 µM; actives 1.5% (n = 200,000);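 active means inhibition above about 50% when tested at 10 µM, limit read from the data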
Target sequence (P08659 whole entry, looked up): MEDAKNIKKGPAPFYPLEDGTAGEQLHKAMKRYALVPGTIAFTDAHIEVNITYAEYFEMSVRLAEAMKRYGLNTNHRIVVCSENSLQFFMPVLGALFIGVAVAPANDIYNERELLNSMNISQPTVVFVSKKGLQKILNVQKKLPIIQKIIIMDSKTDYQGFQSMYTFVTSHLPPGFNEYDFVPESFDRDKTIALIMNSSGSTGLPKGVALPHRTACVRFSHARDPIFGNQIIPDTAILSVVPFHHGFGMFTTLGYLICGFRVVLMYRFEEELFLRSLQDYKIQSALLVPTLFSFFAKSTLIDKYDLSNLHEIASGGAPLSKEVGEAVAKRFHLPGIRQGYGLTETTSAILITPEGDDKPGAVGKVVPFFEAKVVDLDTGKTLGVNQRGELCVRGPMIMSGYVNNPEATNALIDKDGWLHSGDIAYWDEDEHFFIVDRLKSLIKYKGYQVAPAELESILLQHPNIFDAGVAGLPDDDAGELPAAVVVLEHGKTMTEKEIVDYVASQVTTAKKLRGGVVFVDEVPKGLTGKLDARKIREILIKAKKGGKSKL
Hsp70 act = Hsp70 transcriptional activation, primary screen; AID 1203; actives 0.04% (n = 200,000); activation, % at 10 µM; HeLa Hsp70 promoter luciferase reporter, luminescence; scaled: vehicle 0, proteasome-inhibitor control 100%;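 active means activation above the mean across all tested compounds plus 3 SD, cutoff set per campaign, cut at about 5.5% in these data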;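 further: 100% = MG132 at 30 µM as the positive control and 0% = DMSO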
STAT3 act = activators of IL-6 induced STAT3 signaling; U3A cells, IL-6 STAT3-luciferase reporter, luminescence; 100% = signal with IL-6 EC80 alone; activation (% of control), % at 5.6 µM; actives 0.91% (n = 190,000);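 active means activation above the screen-wide mean of compound activation plus 3 SD, cut at about 130% in these data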;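 further: 0% = background luminescence of wells with medium and substrate only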
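Detection: reporter luminescence signal / Assay system: STAT1-lacking human U3A cells, STAT3 luciferase reporter / Incubation: compound pre-incubation 1 h before IL-6, then 6 h stimulation at 37 °C / Control set: IL-6-only high control / Read-out: % activation relative to IL-6 control / Probe or stimulus: Interleukin-6, 33 ng/mL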
RAM inhibit = blocks the yeast RAM network; S. cerevisiae dse1pr::URA3 reporter, 5-FOA growth OD615, 2 d; analog-sensitive cbk1-as2 kinase mutant strain; inhibition, % at 50 µM; actives 1.8% (n = 190,000);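 active means inhibition above a set limit, 3 SD over mean compound inhibition, cut at about 8.4% in these data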;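 further: 0% = DMSO-only wells with no growth and 100% = 10 µM 1-NA-PP1 full growth; inhibition rescues growth on 5-FOA so higher OD means more RAM inhibition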
APP transl inh = APP translation inhibition; actives 0.82% (n = 190,000); AID 1285; SH-SY5Y APP 5'UTR-luciferase reporter, luminescence; inhibition, % at 2 µM;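 active means inhibition above a set limit, derived from the sample mean plus 3 SD, cut at about 45% in these data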; further: values of inactives mirror those of a sister screen read the other way
STAT3 blocker = STAT3 signaling inhibition | U3A cells, IL-6 STAT3-luciferase reporter, luminescence; host cell line lacks STAT1 | actives 0.89% (n = 190,000) | inhibition, % at 5.5 µM;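 active means inhibition above the mean inhibition across all screened compounds plus 3 SD, cut at about 44% in these data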;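 further: 0% = DMSO only wells and 100% = 100 µM nifuroxazide control wells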
* marks the source's active call; other numbers are inactive results.

`O=C(NCc1ccccc1Cl)C1CCN(S(=O)(=O)N2CCOCC2)CC1` gave APP 5'UTR act 4, NF-kB expr up 1.2, STAT1 blocker -10, STAT1 activator 109, FLuc inhib CS 11, Hsp70 act 0.0, STAT3 act 100, RAM inhibit -0.2, APP transl inh -4 and STAT3 blocker 2.
Screening N#Cc1cc([N+](=O)[O-])ccc1NCCc1ccccn1 returned APP 5'UTR act -2, STAT1 blocker -13, STAT1 activator 110, FLuc inhib CS -2, Hsp70 act -0.1, STAT3 act 90, RAM inhibit 1.4, APP transl inh 2 and STAT3 blocker 16.
For COc1ccc(CN(C(=O)Cc2cccs2)C(C(=O)NC2CCCC2)c2ccncc2)cc1 (stereo not drawn) the results were APP 5'UTR act 6, NF-kB expr up 0.84, STAT1 blocker -1, STAT1 activator 101, FLuc inhib CS -7, Hsp70 act 0.1, STAT3 act 102, RAM inhibit -0.4, APP transl inh -6 and STAT3 blocker 2.
Screening N/C(Cc1ccc(Cl)cc1)=N\OC(=O)c1ccccc1 returned APP 5'UTR act -7, NF-kB expr up 1.3, STAT1 blocker -1, STAT1 activator 101, FLuc inhib CS -2, Hsp70 act -0.2, STAT3 act 102, RAM inhibit -0.8, APP transl inh 7 and STAT3 blocker -1.
OC1CCCN(Cc2cccc3ccccc23)C1 (stereo not drawn) was read as APP 5'UTR act -13, NF-kB expr up 1.5, STAT1 blocker -13, STAT1 activator 110, FLuc inhib CS -3, Hsp70 act 0.0, STAT3 act 104, RAM inhibit 0.1, APP transl inh 13 and STAT3 blocker 0.
Screening CC(=O)NN1C(=O)c2ccc(Oc3ccc4c(c3)C(=O)N(NC(C)=O)C4=O)cc2C1=O returned APP 5'UTR act 15, NF-kB expr up 1.1, STAT1 blocker -3, STAT1 activator 103, FLuc inhib CS -5, Hsp70 act 0.1, STAT3 act 107, RAM inhibit 3.8, APP transl inh -14 and STAT3 blocker 2.
Screening COc1ccc(C(=O)Nc2ccccc2N2CCOCC2)cc1[N+](=O)[O-] returned APP 5'UTR act -9, NF-kB expr up 1.1, STAT1 blocker 2, STAT1 activator 99, FLuc inhib CS 2, Hsp70 act -0.3, STAT3 act 104, RAM inhibit 3.8, APP transl inh 9 and STAT3 blocker -7.
Screening O=C(CSc1nnc(Nc2ccccc2F)s1)c1cc2ccccc2o1 returned APP 5'UTR act -19, NF-kB expr up 1.3, STAT1 blocker 8, STAT1 activator 93, FLuc inhib CS -2, Hsp70 act -0.1, STAT3 act 111, RAM inhibit 2.2, APP transl inh 19 and STAT3 blocker -15.
Screening c1ccc(CCc2ccccc2-c2nc(-c3ccccn3)no2)cc1 returned NF-kB expr up 1.1, STAT1 blocker -4, STAT1 activator 99, FLuc inhib CS 0, Hsp70 act -0.4, STAT3 act 91, RAM inhibit 1.5, APP transl inh -14 and STAT3 blocker 13.
`COc1ccc(C(C#N)N2N=C(C)CC2(C)C)cc1OC` (stereo not drawn) gave APP 5'UTR act -2, NF-kB expr up 1.1, STAT1 blocker -3, STAT1 activator 103, FLuc inhib CS -2, Hsp70 act -0.3, STAT3 act 115, RAM inhibit 0.8, APP transl inh 2 and STAT3 blocker -14.
`COc1ccccc1N1CCN(CCCC(=O)c2ccc(F)cc2)CC1` gave APP 5'UTR act -7, NF-kB expr up 0.99, STAT1 blocker 1, STAT1 activator 99, FLuc inhib CS -7, Hsp70 act -0.5, STAT3 act 85, RAM inhibit 1.2, APP transl inh 7 and STAT3 blocker 24.
`CCCNC(=O)c1ccc(OC)cc1OC` gave APP 5'UTR act -2, NF-kB expr up 1.1, STAT1 blocker 1, STAT1 activator 99, FLuc inhib CS -7, Hsp70 act 0.1, STAT3 act 102, RAM inhibit 0.3, APP transl inh 2 and STAT3 blocker 1.
Screening CN(C)S(=O)(=O)N1CCN(c2ccc([N+](=O)[O-])cc2)CC1 returned APP 5'UTR act 4, NF-kB expr up 1.3, STAT1 blocker -9, STAT1 activator 110, FLuc inhib CS -5, Hsp70 act -0.2, STAT3 act 95, RAM inhibit 3.0, APP transl inh -4 and STAT3 blocker 11.
O=C1OC(c2ccc3c(c2)OCO3)N(C(=O)c2ccc(Cl)c(Cl)c2)c2ccccc21 (stereo not drawn) was read as APP 5'UTR act 14, NF-kB expr up 1.2, STAT1 blocker -21, STAT1 activator 119, FLuc inhib CS -7, Hsp70 act 0.6, STAT3 act 112, RAM inhibit 3.7, APP transl inh -14 and STAT3 blocker -14.
COC(=O)COc1cc(C)cc2oc(=O)c(CC(=O)OC)c(C)c12 was read as APP 5'UTR act -5, NF-kB expr up 0.97, STAT1 blocker 2, STAT1 activator 99, FLuc inhib CS -3, Hsp70 act 0.0, STAT3 act 98, RAM inhibit 0.5, APP transl inh 5 and STAT3 blocker 6.
`O=c1c(Cl)nc2cc(Cl)ccc2n1CCNc1ncc(C(F)(F)F)cc1Cl` gave APP 5'UTR act 6, NF-kB expr up 1.2, STAT1 blocker 9, STAT1 activator 92, FLuc inhib CS -1, Hsp70 act -0.3, STAT3 act 104, RAM inhibit 2.9, APP transl inh -6 and STAT3 blocker 5.
`O=C(OCCn1cncn1)c1cc2ccccc2oc1=O` gave APP 5'UTR act 2, NF-kB expr up 1.2, STAT1 blocker -21, STAT1 activator 119, FLuc inhib CS -5, Hsp70 act -0.1, STAT3 act 113, RAM inhibit 1.6, APP transl inh -2 and STAT3 blocker -12.
`CCOC(=O)c1cnc(-c2ccccc2)nc1Oc1ccc(Cl)c(Cl)c1` gave APP 5'UTR act 18, NF-kB expr up 1.1, STAT1 blocker 1, STAT1 activator 100, FLuc inhib CS -1, Hsp70 act 0.0, STAT3 act 100, RAM inhibit 5.1, APP transl inh -18 and STAT3 blocker 3.
For CCN(CC)C(=O)c1cnn(-c2ccccc2)c1NC(=O)c1cccs1 the results were APP 5'UTR act 6, NF-kB expr up 1, STAT1 blocker 0, STAT1 activator 97, FLuc inhib CS -7, Hsp70 act -0.2, STAT3 act 97, RAM inhibit 0.2, APP transl inh -6 and STAT3 blocker 5.
Screening Cc1cc(=O)[nH]c(Cc2ccc(OC(C)C)cc2)n1 returned APP 5'UTR act -10, NF-kB expr up 0.97, STAT1 blocker -4, STAT1 activator 104, FLuc inhib CS -4, Hsp70 act 0.0, STAT3 act 94, RAM inhibit 0.7, APP transl inh 10 and STAT3 blocker 12.
CCn1c2ccc(/C(C)=N\O)cc2c2cc(/C(C)=N\O)ccc21 was read as APP 5'UTR act 9, NF-kB expr up 1.2, STAT1 blocker -15, STAT1 activator 114, FLuc inhib CS -8, Hsp70 act -0.3, STAT3 act 90, RAM inhibit 4.4, APP transl inh -10 and STAT3 blocker 16.
`Cc1ccc(S(=O)(=O)/N=C(/NC(=S)Nc2ccccc2)c2ccccc2)cc1` gave APP 5'UTR act 144*, NF-kB expr up 6*, STAT1 blocker -55, STAT1 activator 150*, FLuc inhib CS 8, Hsp70 act -0.1, STAT3 act 113, RAM inhibit -0.1, APP transl inh -144 and STAT3 blocker -12.
Screening O=C(Nc1c2c(nn1-c1ccc(F)cc1)CS(=O)(=O)C2)C12CC3CC(CC(C3)C1)C2 returned APP 5'UTR act -13, NF-kB expr up 1.7, STAT1 blocker 2, STAT1 activator 98, FLuc inhib CS -6, Hsp70 act 0.0, STAT3 act 100, RAM inhibit 5.0, APP transl inh 14 and STAT3 blocker 3.
`Cc1ccc(C(=O)C(O)C(c2ccc(C)cc2)N2CCCCC2)cc1` (stereo not drawn) gave APP 5'UTR act 9, NF-kB expr up 0.93, STAT1 blocker -4, STAT1 activator 103, FLuc inhib CS -6, Hsp70 act -0.1, STAT3 act 102, RAM inhibit 0.7, APP transl inh -10 and STAT3 blocker 0.
For O=c1ccnc(S/C=C/c2ccccc2)[nH]1 the results were APP 5'UTR act 1, NF-kB expr up 1.4, STAT1 blocker 3, STAT1 activator 97, FLuc inhib CS 63*, Hsp70 act -0.1, STAT3 act 103, RAM inhibit 0.7, APP transl inh -1 and STAT3 blocker -1.
Screening Clc1ccc(Nc2nc3cccnc3s2)cc1 returned APP 5'UTR act 152*, NF-kB expr up 2.8, STAT1 blocker -55, STAT1 activator 148*, FLuc inhib CS -1, Hsp70 act 0.1, STAT3 act 102, RAM inhibit 5.8, APP transl inh -152 and STAT3 blocker 1.
Screening Cc1cc([N+](=O)[O-])c(NC2CCCCC2)c([N+](=O)[O-])c1 returned APP 5'UTR act -11, STAT1 blocker 13, STAT1 activator 90, Hsp70 act -0.1, STAT3 act 99, APP transl inh 11 and STAT3 blocker 10.
COc1ccc2c(c1)C(C)=CC(C)(C)N2C(=O)Nc1ccccc1 was read as APP 5'UTR act -8, NF-kB expr up 1, STAT1 blocker 9, STAT1 activator 94, FLuc inhib CS -3, Hsp70 act -0.3, STAT3 act 107, RAM inhibit 1.8, APP transl inh 8 and STAT3 blocker -5.
O=C(CSc1nnc(-c2ccco2)n1Cc1ccco1)NCc1ccccc1 was read as APP 5'UTR act -4, NF-kB expr up 1.1, STAT1 blocker 7, STAT1 activator 93, FLuc inhib CS -3, Hsp70 act -0.3, STAT3 act 97, RAM inhibit -0.3, APP transl inh 4 and STAT3 blocker 1.
Screening CCOC(=O)Cc1csc(NS(=O)(=O)c2ccc3ccccc3c2)n1 returned APP 5'UTR act -11, NF-kB expr up 1.2, STAT1 blocker 10, STAT1 activator 92, FLuc inhib CS -2, Hsp70 act -0.3, STAT3 act 99, RAM inhibit 0.9, APP transl inh 11 and STAT3 blocker -1.
COCCn1c(C)cc(C(=O)COC(=O)c2cncc(Br)c2)c1C was read as APP 5'UTR act 47, NF-kB expr up 1.9, STAT1 blocker -40, STAT1 activator 136*, FLuc inhib CS 34, Hsp70 act 0.4, STAT3 act 103, RAM inhibit 1.9, APP transl inh -47 and STAT3 blocker 0.
`O=C(Nc1cccc2c1C(=O)NC2=O)c1ccc(S(=O)(=O)N2CCCC2)cc1` gave APP 5'UTR act 3, NF-kB expr up 0.99, STAT1 blocker 9, STAT1 activator 92, FLuc inhib CS -4, Hsp70 act -0.1, STAT3 act 97, RAM inhibit 0.8, APP transl inh -3 and STAT3 blocker 10.

Grouped by structure: those above with an aryl thioether with sulfur outside any ring (3)
Screening O=C(CSc1nnc(Nc2ccccc2F)s1)c1cc2ccccc2o1 returned APP 5'UTR act -19, NF-kB expr up 1.3, STAT1 blocker 8, STAT1 activator 93, FLuc inhib CS -2, Hsp70 act -0.1, STAT3 act 111, RAM inhibit 2.2, APP transl inh 19 and STAT3 blocker -15.
For O=c1ccnc(S/C=C/c2ccccc2)[nH]1 the results were APP 5'UTR act 1, NF-kB expr up 1.4, STAT1 blocker 3, STAT1 activator 97, FLuc inhib CS 63*, Hsp70 act -0.1, STAT3 act 103, RAM inhibit 0.7, APP transl inh -1 and STAT3 blocker -1.
O=C(CSc1nnc(-c2ccco2)n1Cc1ccco1)NCc1ccccc1 was read as APP 5'UTR act -4, NF-kB expr up 1.1, STAT1 blocker 7, STAT1 activator 93, FLuc inhib CS -3, Hsp70 act -0.3, STAT3 act 97, RAM inhibit -0.3, APP transl inh 4 and STAT3 blocker 1.

Screening results (PubChem BioAssay)
